Assay outcomes: PubChem BioAssay, several laboratories
ARFGAP1 inhibitor: rat ARFGAP1 inhibition; Arfgap1-stimulated ARF1 GTP hydrolysis, GDP FP detection; 360,000 tested, 0.26% active; inhibition, % at 16.5 µM; Q62848; AID 651572;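 active = inhibition above a per-plate limit, mean inhibition of low control wells plus 3 SD, cut at about 25% in these data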;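 note: 0% = DMSO wells with enzyme and 100% = wells lacking Arfgap1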
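Material: rat Arfgap1 GAP domain (His6, aa 1-136), purified enzyme. Also added: human ARF1(Δ1-17)-GTP substrate. Compound dosing: 16.5 µM single point, 1.26% DMSO. Timing: enzyme reaction 120 min at 25 °C after 20 min preincubation. Signal: GDP detection by fluorescence polarization. Read-out basis: percent inhibition of GAP-stimulated GDP formation, scaled between DMSO and no-Arfgap1 medians.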
PLC-gamma1 inh: PLC-gamma1 (human) inhibition, primary screen; P19174; purified PLC-gamma1, fluorogenic substrate, fluorescence; inhibition, % at 12.2 µM; 370,000 tested, 0.84% active; in the data active = inhibition above about 9.5%
Tn7 DDE FP: inhibitors of Tn7 peptide binding to human fibrin DD(E). P02675. FP displacement of FITC-Tn7 peptide from fibrin DD(E); 0% = median of compound wells per plate. inhibition, % at 8.3 µM. 370,000 tested, 0.13% active. AID 720508;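 active = inhibition above the mean of compounds falling within the control limits plus 3 SD of them, cut at about 14% in these data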;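 note: 0% = plate median of compound wells and 100% = 10 µM Aha-Tn7 peptide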
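system = human fibrin DD(E) protein | quantity = DD(E) 2 µM final | medium = Tris/NaCl/CaCl2 buffer, pH 7.8 | also added = labelled Tn7 tracer, 0.1 µM | compound dosing = single point at 8.3 µM | timing = compound with protein 10 min, then 3 h after probe, room temperature | signal = FP measurement | benchmarks = Aha-Tn7 high control | repeats = one replicate per compound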
PLCb3 inh: PLC-beta3 (human) inhibition, primary screen; 370,000 tested, 0.18% active; inhibition, % at 12.2 µM; Purified PLC-beta3, fluorogenic substrate, fluorescence; Q01970; in the data active = inhibition above about 11%;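 note: 0% = median of compound wells on plate and 100% = full blocker control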
sPLA2-III inh: Inhibits HGIII-sPLA2 liposome hydrolysis, primary screen; Q9NZ20; QFRET BODIPY PC-A2 liposome hydrolysis, fluorescence; inhibition, % at 12.2 µM; 370,000 tested, 0.56% active;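 active = inhibition above mean plus 3 SD of compounds lying within the high and low control bounds, cut at about 19% in these data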;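 note: 0% = median of test compound wells and 100% = no enzyme DMSO wells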
Target sequence (Q9NZ20 whole entry, looked up): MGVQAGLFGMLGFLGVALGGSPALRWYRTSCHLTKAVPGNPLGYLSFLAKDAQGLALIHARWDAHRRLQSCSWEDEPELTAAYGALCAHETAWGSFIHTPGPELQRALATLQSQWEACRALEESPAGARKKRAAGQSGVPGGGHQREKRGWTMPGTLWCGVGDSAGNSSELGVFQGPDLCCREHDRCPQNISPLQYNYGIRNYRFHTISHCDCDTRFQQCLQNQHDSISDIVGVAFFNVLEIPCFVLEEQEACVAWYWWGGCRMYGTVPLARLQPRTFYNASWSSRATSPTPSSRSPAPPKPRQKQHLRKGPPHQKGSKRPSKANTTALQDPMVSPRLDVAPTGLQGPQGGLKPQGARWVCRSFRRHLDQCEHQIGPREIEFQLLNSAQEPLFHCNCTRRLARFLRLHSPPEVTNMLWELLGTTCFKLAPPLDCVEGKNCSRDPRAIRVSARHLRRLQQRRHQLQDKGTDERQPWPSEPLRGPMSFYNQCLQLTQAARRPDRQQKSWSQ
UHRF1 MBD2 ctr: human UHRF1 methylated DNA binding inhibitors; UHRF1 binding to methylated oligo, TR-FRET; inhibition, % at 4.4 µM; 370,000 tested, 0.75% active; in the data active = inhibition above about 21%;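 note: UHRF1 SRA domain binding a hemimethylated CpG hairpin DNA probe; 0% = median of test compound wells and 100% = reference inhibitor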
Rev-erbA mod: modulates human Rev-erb alpha binding to DNA; 370,000 tested, 0.79% active; Rev-erbα–FITC-DNA binding, fluorescence polarization, 90 min; activity, % at 10 µM; AID 1259318; P20393;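 active = activity above about 14%, limit read from the data; passing the limit was not always enough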;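 note: 0% = DMSO wells with 35 nM protein and 100% = DMSO wells with 750 nM protein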
Target sequence (P20393 whole entry, looked up): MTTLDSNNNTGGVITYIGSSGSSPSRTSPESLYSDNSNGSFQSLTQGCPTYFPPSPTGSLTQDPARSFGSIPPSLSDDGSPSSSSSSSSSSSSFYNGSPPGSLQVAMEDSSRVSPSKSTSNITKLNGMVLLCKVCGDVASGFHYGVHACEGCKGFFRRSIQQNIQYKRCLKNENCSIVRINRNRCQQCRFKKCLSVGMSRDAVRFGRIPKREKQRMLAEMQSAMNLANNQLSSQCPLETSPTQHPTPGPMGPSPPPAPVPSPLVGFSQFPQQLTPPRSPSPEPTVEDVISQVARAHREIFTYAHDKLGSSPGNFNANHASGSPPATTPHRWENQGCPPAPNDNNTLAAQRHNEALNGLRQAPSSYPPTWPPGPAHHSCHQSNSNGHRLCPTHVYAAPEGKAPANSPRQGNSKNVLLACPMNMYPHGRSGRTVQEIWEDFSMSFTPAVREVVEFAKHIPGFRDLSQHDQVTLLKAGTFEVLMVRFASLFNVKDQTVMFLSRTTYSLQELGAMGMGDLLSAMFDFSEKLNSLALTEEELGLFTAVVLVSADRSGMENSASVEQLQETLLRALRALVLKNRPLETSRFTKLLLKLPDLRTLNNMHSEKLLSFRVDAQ
DDE Tn6 FP inh: inhibitors of Tn6 peptide binding to human fibrin DD(E); inhibition, % at 8.3 µM; Fibrin DD(E) TRITC-Tn6 fluorescence polarization displacement; 370,000 tested, 0.21% active; P02675; AID 720509;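 active = inhibition above a per-campaign cutoff: mean of compounds within control limits plus 3 SD, cut at about 15% in these data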;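 note: 0% = median of all compound wells on the plate and 100% = blocking peptide control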
ASAP1 inh: inhibitors of human ASAP1 ArfGAP activity; Q9ULH1; ASAP1-stimulated ARF1 GTP hydrolysis, GDP FP detection; inhibition, % at 16.5 µM; 360,000 tested, 0.19% active; AID 624377; in the data active = inhibition above about 25%;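 note: 0% = vehicle with enzyme and substrate and 100% = no enzyme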
proKLK7 act: activates the human kallikrein-7 zymogen | AID 652039 | activation, % at 7 µM | 370,000 tested, 0.9% active | P49862 | purified proKLK7, EDANS-DABCYL substrate fluorescence; 100% is mature enzyme control, 0% vehicle;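 active = activation above the mean of all tested compounds plus 3 SD, computed per campaign excluding outliers beyond control limits, cut at about 13% in these data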
An asterisk follows results filed as active; i = inactive.

SMILES	ARFGAP1 inhibitor	PLC-gamma1 inh	Tn7 DDE FP	PLCb3 inh	sPLA2-III inh	UHRF1 MBD2 ctr	Rev-erbA mod	DDE Tn6 FP inh	ASAP1 inh	proKLK7 act
Cc1ccc(CN2CC(N3CCCC3)CS2(=O)=O)cc1 (configuration not stated)	5	1	-2	1	12	-1	-1	6	7	-0.7
C[C@@H]1CN([C@@H](C)CO)C(=O)CCCn2nncc2CO[C@H]1CN(C)C(=O)Nc1ccccc1F	-2	-1	7	-3	4	1	5	2	-7	0.3
O=C(CCCOc1ccccc1)Nc1ccc(S(=O)(=O)N2CCOCC2)cc1	11	3	-9	5	-11	2	4	-10	10	0.2
O=C(O)c1cc(N/N=C/c2cccnc2)ccc1Cl	-4	0	6	-4	4	9	-3	7	-3	0.1
Cc1ccc(C)n1-c1cccc(NC(=O)c2ccccc2)c1	8	-9	3	-19	10	0	-3	-3	7	0.5
COc1ccc(N2CCN(CC(O)COc3ccc(C)c(C)c3)CC2)cc1 (configuration not stated)	10	6	-2	1	6	-2	-1	0	-9	0.6
COc1ccc(CNC(=O)COC(=O)CC2CC3CCC2C3)cc1OC (configuration not stated)	4	0	2	2	3	-5	-5	-3	-1	0.6
O=C1N[C@@H](Cc2ccccc2)C(=O)N2[C@H]1C[C@]1(Br)c3ccccc3N(S(=O)(=O)c3ccc(F)cc3)[C@H]21	-7	0	3	-2	-18	1	2	3	14	-0.4
O=C1C=C(N2CCCCC2)c2ccccc2C1=O	-10	-26	0	-46	-5	-1	-6	1	-6	0.9
O=C(NNC(=O)c1cccs1)c1ccc(S(=O)(=O)N2CCCCC2)cc1	0	6	-5	2	-16	-2	4	-11	-9	-0.1
N/C(=N\OC(=O)c1cccc(Cn2cc(C(F)(F)F)ccc2=O)c1)c1ccccc1	-4	-1	4	-7	-2	0	0	-7	1	-0.2
CCn1c(SCC(=O)c2cc(OC)ccc2OC)nnc1C1CC1	-4	-3	-6	-1	-7	-1	2	-1	-8	-0.5
C/C(=N/NC(=O)CSc1nc2ccccc2n1C)c1ccc(O)cc1	12	-1	7	0	-9	-4	1	4	3	-0.1
COc1ccc(-c2cc(C(F)(F)F)n3nc(C(=O)NCc4ccco4)cc3n2)cc1OC	2	-188	-3	-234	4	2	2	-6	10	-18
Cc1ccc(O)c(NC(=O)c2cc(-c3ccc(F)cc3)on2)c1	4	0	-8	-1	-1	-2	0	-9	9	0.1
S=C(NCc1cccs1)Nc1cc(Cl)cc(Cl)c1	8	0	7	-9	-4	0	3	-5	5	0.0
CCCCCCCCn1cc(C(C)=O)c(=O)[nH]c1=O	-5	0	-3	1	0	-3	-1	5	3	0.2
Cc1onc(-c2c(F)cccc2Cl)c1C(=O)Nc1cccc(S(=O)(=O)NC2=NCCC2)c1	-9	5	-4	-5	5	0	4	-1	-4	-0.5
CCOC(=O)c1c(C)nn(Cc2ccccc2)c1N	3	3	3	2	8	2	3	-8	6	-0.2
COc1ccccc1NC(=O)c1sc2nc3n(c(=O)c2c1C)CCC3	-15	2	1	-6	-4	-3	43*	-5	0	-0.1
Cc1cc(C)cc(N2C(=O)CC(N(C(=O)c3ccco3)c3cc(C)cc(C)c3)C2=O)c1 (configuration not stated)	0	0	-5	0	5	-1	0	8	1	-1.2
C=C(C)COc1ccc(C2NC(=O)c3ccccc3O2)cc1OCC (configuration not stated)	-4	-4	5	-10	-4	2	-2	1	-3	-3.5
Cc1cc(-c2ccc(Br)cc2)n2nc(C)cc2n1	-3	-48	0	-65	-2	-2	-3	-1	9	1.1
COc1ccccc1CNC(=O)Cn1nc(C)c([N+](=O)[O-])c1C	8	2	0	2	-4	-3	11	-7	-4	-0.2
Cc1ccc(C)c(NC(=S)NNC(=O)c2ccco2)c1	-1	1	-8	1	9	-1	-4	1	0	0.1
Nc1oc2ccc(F)cc2c(=O)c1C=O	-1	-2	-1	-1	-5	-3	1	2	-6	-0.4
O=C(O)c1cccc(NC(=O)C2C3C=CC(C3)C2C(=O)O)c1 (configuration not stated)	-5	-2	-6	-3	1	3	-5	-2	2	-0.8
CCc1cc2ccc(C)cc2nc1SCC(=O)Nc1cc(OC)c(OC)cc1C(=O)O	-3	-28	-1	-31	-5	0	-2	5	5	2.0
COC(=O)CCC(=O)Nc1sc(Cc2ccccc2)c(C)c1C(N)=O	3	-1	-5	1	0	7	0	-10	6	-0.1
CN1CCC(NC(=O)C2(C)CCN2Cc2ccc3ccccc3c2)CC1 (configuration not stated)	9	2	0	4	-8	-4	5	-3	4	0.0

Three of the compounds above, bar-delimited:
SMILES | ARFGAP1 inhibitor | PLC-gamma1 inh | Tn7 DDE FP | PLCb3 inh | sPLA2-III inh | UHRF1 MBD2 ctr | Rev-erbA mod | DDE Tn6 FP inh | ASAP1 inh | proKLK7 act
C=C(C)COc1ccc(C2NC(=O)c3ccccc3O2)cc1OCC (configuration not stated) | -4 | -4 | 5 | -10 | -4 | 2 | -2 | 1 | -3 | -3.5
Cc1cc(C)cc(N2C(=O)CC(N(C(=O)c3ccco3)c3cc(C)cc(C)c3)C2=O)c1 (configuration not stated) | 0 | 0 | -5 | 0 | 5 | -1 | 0 | 8 | 1 | -1.2
Cc1cc(-c2ccc(Br)cc2)n2nc(C)cc2n1 | -3 | -48 | 0 | -65 | -2 | -2 | -3 | -1 | 9 | 1.1

Remaining list, next part:
SMILES	ARFGAP1 inhibitor	PLC-gamma1 inh	Tn7 DDE FP	PLCb3 inh	sPLA2-III inh	UHRF1 MBD2 ctr	Rev-erbA mod	DDE Tn6 FP inh	ASAP1 inh	proKLK7 act
COCCCn1cc(CN(C)C2CN(Cc3cn(CCCOC)nn3)S(=O)(=O)C2)nn1 (configuration not stated)	4	1	-2	-2	8	24*	-6	2	-7	-0.1
Cc1ccsc1C(=O)N1CCCC(C)(C(=O)NS(=O)(=O)C2CC2)C1 (configuration not stated)	15	9.8*	-12	5	3	-1	1	-9	12	-0.3
Cc1cccc(N2CCN(C(=O)c3ccc(NC(=O)C4CCCO4)cc3)CC2C)c1 (configuration not stated)	-7	2	-1	-1	-2	0	2	5	-8	-0.1
CCOc1cc(C(=O)Nc2cc(=O)n(C)c(=O)n2C)cc(OCC)c1OCC	4	2	0	0	-1	0	3	-5	-9	-0.5
CCN(CC)C(=O)c1nn(-c2ccccc2)c2c1C1CCC2(C)C1(C)C (configuration not stated)	0	-2	-1	-4	-4	6	6	0	-6	0.2
O=C(CCN1CCc2ccccc2C1)Nc1ccccc1	5	-7	3	-4	-5	-3	-4	2	-1	0.5
CCOc1ccccc1NC(=O)CSc1nc(=O)n(Cc2ccccn2)c2c1CCC2	12	-1	0	-5	5	-2	1	5	0	0.3
COCCCn1c(SCc2ccccc2)nc2cc(OC)c(OC)cc2c1=N	4	3	-1	-2	-36	1	3	-12	-1	-1.2
COc1ccc(CN(Cc2cccn2C)C(=O)c2cc3cc(OC)ccc3[nH]2)cc1	-1	-93	0	-94	-18	1	1	0	11	1.2
Fc1ccc(-c2csc3ncnc(N4CCN(Cc5ccccc5)CC4)c23)cc1	9	1	-11	-10	-1	1	4	-3	17	-0.1
COc1ccc(CC(=O)NCC2COc3ccccc3O2)cc1 (configuration not stated)	1	-3	8	2	7	2	-1	-2	-4	-0.4
COC(=O)c1ccc(C(=O)OC)c(NC(=S)N2CCCC(C)C2)c1 (configuration not stated)	-9	-168	4	-181	14	1	-1	-2	0	-2.9
Cc1cccc(NCc2ccccc2)c1	-2	-1	-2	-6	9	-2	-3	0	-3	-0.4
CN(C)S(=O)(=O)c1ccc(-n2cccc2)cc1	1	1	8	-2	8	6	-9	-5	3	0.5
CCCN(C(=O)c1cc(CC)c(C)s1)c1c(N)n(Cc2ccccc2)c(=O)[nH]c1=O	10	0	1	-6	2	0	8	-3	-4	0.0
CCOc1ccc(N=C2C(=O)N(CN3CCOCC3)c3ccccc32)cc1	5	-3	-6	0	-3	-7	-2	10	5	1.0
CCCn1c(SCC(=O)N2CC(=O)Nc3ccccc32)nc2ccccc21	8	1	1	6	12	8	-3	-5	1	0.6
O=C(O)/C=C\c1cn(-c2ccccc2)nc1-c1cc2ccccc2o1	1	-496	0	i	-35	4	2	5	13	0.1
COc1cccc(NC(=O)c2ccc3c(SCC(=O)O)c4c(nc3c2)CCCC4)c1	-4	-3	4	-5	2	1	4	0	1	0.3
Cc1ccccc1NC(=O)CSc1nnc(C)c2ccccc12	2	4	-2	-3	5	-3	2	0	7	0.1
COc1cccc(C(=O)Nc2ccccc2N2CCCC2)c1	-4	-10	7	-19	6	5	-5	-4	0	-0.7
COCCC(=O)N1CCC(Oc2ccc(C(=O)N3CCCCC3CCO)cc2)CC1 (configuration not stated)	0	-1	0	-7	-1	-2	-1	5	-12	-0.6
NC(=S)NN=C1C2CC3CC(C2)CC1C3	15	0	-3	-4	10	-2	4	0	2	0.0
COc1ccc(S(=O)(=O)N(C)CC(=O)NCc2cccnc2)cc1Cl	-10	-3	-5	1	1	-4	-7	-2	-4	0.3
Cc1ccc(Cc2c(-c3ccccc3)nc3cc(C)ccn23)cc1	-3	-46	-9	-77	8	27*	1	-7	0	-2.3
O=C(c1ccc(S(=O)(=O)Nc2ccccc2)cc1)N1CCC1	-2	0	0	-6	-5	0	-8	6	5	0.9
Cc1cccn2c(=O)c(/C=C(\C#N)C(N)=O)c(N3CCCCCC3)nc12	22	-8	-3	-19	-2	-2	5	-1	4	1.7
COc1ccc(SC[C@H](Cc2ccccc2)N2CC[C@@H](C(C)(C)C)CCC2=O)cc1	-3	0	-1	0	5	-1	6	0	-7	0.1
CC(C)Oc1ccc(C(=O)OCC(=O)NCCNC(=O)COC(=O)c2ccc(OC(C)C)cc2)cc1	-4	1	3	-7	-21	-2	-3	5	-9	0.7
COCCNc1nc2c(c(=O)n(Cc3ccc(OC)cc3)c(=O)n2C)n1C	-9	0	4	1	6	4	6	-7	3	0.0
COc1ccc(NC(C)=O)cc1NC(=O)CSc1nc2ncccc2[nH]1	-2	5	-2	7	-1	-2	-2	-3	-1	-0.5
COc1cccc(/C(C)=N/NC(=O)Cc2c(C)[nH][nH]c2=O)c1	-14	-1	0	-1	1	-3	-5	2	12	0.2
NC(=O)COC(=O)c1ccc(C(=O)C(=O)c2ccccc2)cc1	4	-11	-5	-14	-17	-3	-2	4	-7	-2.1
C=CCSc1nnc(NC(=O)c2ccc(Cl)nc2)s1	11	-12	1	-15	2	-1	-2	-9	-2	0.7
CC1CCc2sc(C(=O)NCC(C)(C)N3CCOCC3)cc2C1 (configuration not stated)	6	-4	0	-13	6	-3	-5	-1	8	0.1
C(=C\c1ccccc1)/CSc1nc2ncccc2[nH]1	14	6	6	-3	-19	1	2	-2	2	0.8
COc1cc(NS(=O)(=O)c2cc(C)ccc2OC)c(OC)cc1Cl	2	-2	12	0	-12	0	3	-6	4	0.0
Cc1ccc(Cl)cc1NC(=O)COC(=O)c1ccc(CN2CCCC2=O)cc1	-5	-1	13	-6	-3	0	2	0	8	0.0

Hits appear at their usual frequency. Share with any hit: about 4.5%.
